# Assay outcomes (PubChem)
# EZH2 inh = EZH2/PRC2 methyltransferase inhibitors, primary screen, biochemical, DELFIA time-resolved fluorescence, single point; Histone-lysine N-methyltransferase EZH2 (Homo sapiens), Q15910; PRC2 H3K27 methylation, DELFIA TRF, 1 h; inhibition, % at 12.5 µM; hit rate 0.35% among 57,000; AID 651548, 2012;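 active means mean inhibition of replicates at least 50% and every single replicate also reaching 50%; inconclusive means mean inhibition at least 50% but some replicate falls below 50%; inactive means mean inhibition under 50%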;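 further: dimethyl H3K27 on biotinylated H3 21-44 peptide detected by antibody; plate controls were median neutral control wells for no effect and median positive control wells for full effect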
# IDH1 mut inh = inhibitors of IDH1 R132H reductase, primary screen, biochemical, plate reader, single point; Isocitrate dehydrogenase [NADP] cytoplasmic (Homo sapiens), O75874; hit rate 0.18% among 70,000; inhibition, % at 10 µM; diaphorase/resazurin fluorescence, 60 min; in the data active means inhibition above about 34%; inconclusive means no clear call, values can overlap the other calls; inactive means below about 11%;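 further: 0% = DMSO and 100% = no enzyme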
# Target sequence (O75874 whole entry R132H): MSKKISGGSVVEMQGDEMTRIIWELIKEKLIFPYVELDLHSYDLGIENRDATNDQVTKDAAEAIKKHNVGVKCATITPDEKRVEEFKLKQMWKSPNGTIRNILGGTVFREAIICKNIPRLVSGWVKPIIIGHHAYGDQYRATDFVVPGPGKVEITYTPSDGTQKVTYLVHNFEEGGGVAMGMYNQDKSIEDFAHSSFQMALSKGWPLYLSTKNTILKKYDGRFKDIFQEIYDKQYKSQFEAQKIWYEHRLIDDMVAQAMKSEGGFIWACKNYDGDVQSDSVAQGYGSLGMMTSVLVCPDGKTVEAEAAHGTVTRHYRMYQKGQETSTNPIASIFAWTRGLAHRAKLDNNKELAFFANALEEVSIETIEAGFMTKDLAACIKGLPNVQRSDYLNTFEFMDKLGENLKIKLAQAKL
# The depositor's hits bear a star; ? = inconclusive; . = not tested or not shown. This is a subset, so the mix of outcomes need not match the whole.
# Under each structure: EZH2 inh	IDH1 mut inh
O=C(Nc1ccc2c(c1)OCO2)N[C@@H]1CC[C@@H](CCNC(=O)C2CCCC2)O[C@@H]1CO
 : -16	0.5
CCCN(C)C[C@H]1Oc2ncc(C#Cc3ccc(OC)cc3)cc2C(=O)N([C@@H](C)CO)C[C@H]1C
 : -29	-0.1
C[C@H](CO)N1C[C@H](C)[C@@H](CN(C)Cc2ccc(F)cc2)Oc2ncc(-c3ccncc3)cc2C1=O
 : -6	1.1
CCCNC(=O)C[C@H]1C[C@@H]2c3cc(NS(C)(=O)=O)ccc3O[C@@H]2[C@H](CO)O1
 : -7	-0.1
O=C(O)c1cccc(S(=O)(=O)NCC2CCCO2)c1 (stereo unspecified)
 : .	2.2
CO[C@H]1CN(C)C(=O)c2cc(NC(=O)C3CC3)ccc2OC[C@@H](C)N(CCC(F)(F)F)C[C@@H]1C
 : -2	0.4
O=C(O)c1cc2ncc(CCO)cn2n1
 : .	-1.0
C=CC(CO)NS(=O)(=O)c1ccc(Br)cc1 (stereo unspecified)
 : 0	.
CNC[C@@H]1OCCCC[C@H](C)Oc2ccc(NS(=O)(=O)c3ccc(OC)cc3)cc2C(=O)N([C@H](C)CO)C[C@H]1C
 : -26	.
C[C@@H]1CN([C@H](C)CO)C(=O)c2cc(C#CC3(O)CCCC3)cnc2O[C@@H]1CN(C)C(=O)CC1CC1
 : -2	3.2
Cn1cc(/C=N/NC(=O)CCCCCCC(=O)Nc2ccccc2O)c2ccccc21
 : 4	.
O=C(C1=C[C@@H](c2coc3ccccc3c2=O)C[C@@H](OCc2ccc(CO)cc2)O1)N1CCOCC1
 : 5	.
CCCN1C[C@@H](C)[C@@H](OC)CN(C)C(=O)c2cc(NS(=O)(=O)CC)ccc2OC[C@H]1C
 : 2	-0.4
C[C@@H]1CCCCO[C@H](CN(C)C(=O)Nc2ccc(C(F)(F)F)cc2)[C@H](C)CN([C@@H](C)CO)C(=O)c2cc(NC(=O)c3ccccc3)ccc2O1
 : .	-1.2
Cc1ccc(S(=O)(=O)N(C)C[C@@H]2Oc3ccc(NC(=O)Cc4ccccc4)cc3CC(=O)N([C@@H](C)CO)C[C@H]2C)cc1
 : -18	1.4
O=C(C[C@H]1C=C[C@H](NS(=O)(=O)c2ccccc2)[C@@H](CO)O1)NCCN1CCCCC1
 : -14	-0.3
CCCN(C)C[C@@H]1OCCCC[C@H](C)Oc2ccc(NC(=O)c3ccccc3)cc2C(=O)N([C@H](C)CO)C[C@@H]1C
 : -7	.
COCC(=O)Nc1ccc2c(c1)[C@H]1C[C@H](CC(=O)NC3CCCCC3)O[C@H](CO)[C@H]1O2
 : 5	-1.0
CO[C@H]1CN(C)C(=O)c2cc(NC(C)=O)ccc2OC[C@@H](C)N(C(=O)c2cnccn2)C[C@H]1C
 : -1	-0.4
COc1ccc([Si](C)(C)[C@H]2[C@H](CCn3cc([C@H](O)c4ccccc4)nn3)O[C@@]3(C(=O)N(C)c4c(Br)cc(C)cc43)[C@@H]2C)cc1
 : 17	0.1
C[C@@H]1CN([C@H](C)CO)C(=O)c2cc(NC(=O)Nc3ccccc3)ccc2O[C@@H](C)CCCCO[C@@H]1CN(C)CC1CCCCC1
 : .	-0.7
C[C@@H]1CCCCO[C@H](CN(C)S(=O)(=O)c2cn(C)cn2)[C@H](C)CN([C@@H](C)CO)C(=O)c2cc(NC(=O)Nc3ccccc3)ccc2O1
 : .	1.0
CO[C@H]1CN(C)C(=O)c2cc(NC(=O)c3ccc(F)cc3)ccc2OC[C@@H](C)N(C(=O)CN(C)C)C[C@@H]1C
 : 12	0.3
CCn1c(SCC(=O)Nc2cc(Cl)ccc2Cl)nnc1-c1ccc(Cl)cc1
 : -25	-0.3
COc1ccc(NC(=O)N(C)C[C@@H]2Oc3ncc(C4=CCCC4)cc3C(=O)N([C@@H](C)CO)C[C@H]2C)cc1
 : 6	.
COc1ccc(S(=O)(=O)Nc2ccc3c(c2)C(=O)N([C@H](C)CO)C[C@@H](C)[C@@H](CN(C)C(=O)Nc2c(C)noc2C)OCCCC[C@@H](C)O3)cc1
 : .	-0.5
CO[C@@H]1CN(C)C(=O)c2cc(NC(=O)c3ccc(F)cc3)ccc2OC[C@@H](C)N(C(=O)CC2CC2)C[C@H]1C
 : 11	-0.2
COC(=O)c1sc(NC(=S)Nc2c(C)nn(Cc3c(F)c(F)c(F)c(F)c3F)c2C)c(C(=O)OC)c1C
 : 4	0.2
Cc1ccc(-c2ccc3c(c2)O[C@@H](CN(C)Cc2ccc(C(=O)O)cc2)[C@H](C)CN([C@@H](C)CO)S3(=O)=O)cc1
 : 35	5.7
Cc1cccc(NC(=O)c2cc(NC(=O)CCC(=O)O)ccc2N2CCOCC2)c1
 : -2	0.1

# Gathered by group: those above containing a CF3 group (two)
# Under each structure: EZH2 inh	IDH1 mut inh
CO[C@H]1CN(C)C(=O)c2cc(NC(=O)C3CC3)ccc2OC[C@@H](C)N(CCC(F)(F)F)C[C@@H]1C
 : -2	0.4
C[C@@H]1CCCCO[C@H](CN(C)C(=O)Nc2ccc(C(F)(F)F)cc2)[C@H](C)CN([C@@H](C)CO)C(=O)c2cc(NC(=O)c3ccccc3)ccc2O1
 : .	-1.2

# Returning to the listing, repeating the 4 entries before the break.
# Under each structure: EZH2 inh	IDH1 mut inh
CO[C@@H]1CN(C)C(=O)c2cc(NC(=O)c3ccc(F)cc3)ccc2OC[C@@H](C)N(C(=O)CC2CC2)C[C@H]1C
 : 11	-0.2
COC(=O)c1sc(NC(=S)Nc2c(C)nn(Cc3c(F)c(F)c(F)c(F)c3F)c2C)c(C(=O)OC)c1C
 : 4	0.2
Cc1ccc(-c2ccc3c(c2)O[C@@H](CN(C)Cc2ccc(C(=O)O)cc2)[C@H](C)CN([C@@H](C)CO)S3(=O)=O)cc1
 : 35	5.7
Cc1cccc(NC(=O)c2cc(NC(=O)CCC(=O)O)ccc2N2CCOCC2)c1
 : -2	0.1
COCC(=O)Nc1ccc2c(c1)C(=O)N(C)C[C@H](OC)[C@@H](C)CN(C(=O)c1ccccn1)[C@@H](C)CO2
 : 3	-0.1
CO[C@@H]1CN(C)C(=O)c2cc(NC(=O)Nc3ccc(Cl)cc3)ccc2OC[C@@H](C)N(C)C[C@@H]1C
 : -4	0.0
C[C@H]1CN([C@@H](C)CO)C(=O)c2cc(NC(=O)CCN3CCOCC3)ccc2O[C@@H]1CN(C)C(=O)Nc1ccc2c(c1)OCO2
 : .	1.3
C[C@H]1CN([C@@H](C)CO)C(=O)c2cc(NC(=O)Nc3cccc4ccccc34)ccc2O[C@@H]1CN(C)S(=O)(=O)c1ccc(Cl)cc1
 : .	1.2
CO[C@@H]1CN(C)C(=O)c2ccc(NC(=O)C3CCCCC3)cc2OC[C@H](C)N(Cc2nccs2)C[C@H]1C
 : 12	-0.5
C[C@@H]1CN([C@@H](C)CO)C(=O)Cc2cc(NC(=O)Nc3ccccc3)ccc2O[C@H]1CN(C)C(=O)Nc1ccc(F)cc1
 : .	-0.8
Cc1ccc(S(=O)(=O)Nc2ccc3c(c2)CC(=O)N([C@@H](C)CO)C[C@@H](C)[C@@H](CN(C)S(=O)(=O)c2ccccc2)O3)cc1
 : .	-0.2
C/C=C/c1ccc2c(c1)O[C@@H](CN(C)Cc1ccncc1)[C@H](C)CN([C@H](C)CO)S2(=O)=O
 : 17	43*
CCC(=O)N1C[C@@H](C)[C@@H](OC)CN(C)C(=O)c2cc(NC(=O)C3CCOCC3)ccc2OC[C@H]1C
 : 4	0.2
O=C(NCC[C@@H]1CC[C@@H](NC(=O)C2CC2)[C@@H](CO)O1)Nc1ccc(C(F)(F)F)cc1
 : 24	?
COc1ccc([C@@H]2C=C(C(=O)NCc3ccccc3)O[C@H](OCc3ccc(CO)cc3)C2)cc1
 : 8	.
C[C@@H]1CCCCO[C@H](CN(C)C(=O)Nc2ccc3c(c2)OCO3)[C@H](C)CN([C@H](C)CO)C(=O)c2cc(NS(C)(=O)=O)ccc2O1
 : .	-1.2
COC(=O)c1ccccc1NC(=O)CN1C(=O)c2cccc3cccc1c23
 : 25	-0.1
CO[C@@H]1CN(C)C(=O)c2cc(NC(=O)Nc3ccc(C(F)(F)F)cc3)ccc2OC[C@H](C)NC[C@H]1C
 : -16	0.1
C[C@@H]1CN([C@H](C)CO)C(=O)c2cc(/C=C/c3ccccc3)cnc2O[C@H]1CN(C)Cc1cncnc1
 : .	-0.1
C[C@@H]1CN([C@H](C)CO)C(=O)c2cc(NC(=O)Nc3ccc(F)cc3)ccc2O[C@@H]1CN(C)C
 : .	-0.1
O=C(C[C@H]1CC[C@@H](NC(=O)c2ccc3c(c2)OCO3)[C@@H](CO)O1)NCc1ccc(Cl)cc1
 : -4	-0.5
CC(C)N(Cc1nc(-c2ccccc2)no1)C(=O)c1ccc(Br)o1
 : 21	0.8
C[C@@H]1CN([C@@H](C)CO)C(=O)c2ccccc2-c2ccccc2CO[C@@H]1CN(C)C(=O)NC1CCCCC1
 : 9	0.2
COCC#Cc1ccc2c(c1)O[C@@H](CN(C)CC1CCOCC1)[C@H](C)CN([C@H](C)CO)S2(=O)=O
 : 13	-0.1
Cc1cc(Cn2ccc(C(F)(F)F)n2)c(C)c(-c2c(C#N)c(N)nc3c2CCCC3)c1
 : .	-0.3
Cc1ccc(S(=O)(=O)Nc2ccc3c(c2)OCCO3)c(C)c1NS(C)(=O)=O
 : -7	-0.1
C[C@H]1CN([C@@H](C)CO)S(=O)(=O)c2ccc(-c3cncnc3)cc2O[C@H]1CN(C)Cc1ccncc1
 : 4	7.9
C[C@H]1CN([C@@H](C)CO)C(=O)c2cc(NC(=O)CCC(F)(F)F)ccc2O[C@@H]1CN(C)S(=O)(=O)c1ccc(Cl)cc1
 : 7	2.3
C[C@H]1CN([C@@H](C)CO)C(=O)c2cccc(NS(C)(=O)=O)c2O[C@H]1CN(C)C(=O)Nc1cccc2ccccc12
 : -8	1.5
NCC[C@H]1CC[C@@H](NC(=O)C2CCCC2)[C@@H](CO)O1
 : -5	-0.6
C[C@@H]1CN([C@@H](C)CO)S(=O)(=O)c2ccc(C#CC3CC3)cc2O[C@H]1CN(C)C(=O)c1ccncc1
 : 10	4.1
Cc1c(C(=O)NN2CCOCC2)nn(-c2ccc(Cl)cc2Cl)c1-c1ccc(I)cc1
 : -41	0.9
C=C1C(=O)O[C@H]2C1CCC(=C)[C@@H]1C[C@H](OC(=O)C=C(C)C)C(=C)[C@@H]12 (stereo partly specified)
 : .	0.3
CC(C)NC(=O)Nc1ccc2c(c1)CC(=O)N([C@H](C)CO)C[C@H](C)[C@H](CN(C)S(=O)(=O)c1ccc(Cl)cc1)O2
 : 11	-8.5
C[C@@H]1CN([C@@H](C)CO)C(=O)c2cc(NC(=O)NC3CCCCC3)ccc2O[C@@H](C)CCCCO[C@@H]1CN(C)S(=O)(=O)c1ccc(F)cc1
 : .	-0.1
Cc1ccc(S(=O)(=O)N(C)C[C@@H]2Oc3ccc(NC(=O)Nc4ccc(C(F)(F)F)cc4)cc3CC(=O)N([C@H](C)CO)C[C@H]2C)cc1
 : .	0.2
Cc1noc(C)c1NC(=O)N[C@@H]1C=C[C@H](CC(=O)Nc2ccc(-c3ccccc3)cc2)O[C@H]1CO
 : -5	25
COc1cc(NC(=O)CSc2nncn2C)cc(OC)c1OC
 : 5	0.1
CC(C(=O)Nc1ccc(Cl)c(Cl)c1)N(c1ccccc1)S(C)(=O)=O (stereo unspecified)
 : -1	-0.2
O=C(C[C@@H]1CC[C@@H](NC(=O)c2ccc(F)cc2)[C@H](CO)O1)NCc1ccncn1
 : -12	0.1
Cc1noc(C)c1NC(=O)Nc1ccc2c(c1)C(=O)N([C@@H](C)CO)C[C@@H](C)[C@@H](CN(C)C(=O)CCCN(C)C)OCCCC[C@@H](C)O2
 : .	1.5
Ic1cccc(CSc2nnc(-c3ccncc3)o2)c1
 : .	0.5
O=C(C[C@@H]1C=C[C@H](NC(=O)c2cccnc2)[C@@H](CO)O1)NCc1ccc(Cl)c(Cl)c1
 : -8	0.4
C[C@@H]1CN([C@@H](C)CO)S(=O)(=O)c2ccc(-c3ccccc3)cc2O[C@@H]1CN(C)S(=O)(=O)c1ccccc1F
 : -19	-0.9
C[C@H](CO)N1C[C@H](C)[C@H](CN(C)S(C)(=O)=O)Oc2ncc(Br)cc2C1=O
 : 1	2.0
COc1cccc(-c2cnc3c(c2)C(=O)N([C@H](C)CO)C[C@H](C)[C@@H](CN(C)Cc2cccnc2)O3)c1
 : 9	-8.6
O=C(C1=C[C@@H](C2CC2)C[C@@H](OCc2ccc(CO)cc2)O1)N1CCCCCCC1
 : 7	.
C[C@@H]1CN([C@@H](C)CO)C(=O)c2cccc(NS(=O)(=O)c3ccccc3)c2O[C@H]1CN(C)Cc1ccccc1
 : 1	.
C[C@@H]1CCCCO[C@H](CN(C)C(=O)CCCN(C)C)[C@H](C)CN([C@@H](C)CO)C(=O)c2cc(NS(=O)(=O)c3ccccc3)ccc2O1
 : .	6.0
C[C@@H]1CN([C@H](C)CO)C(=O)c2cc(-c3ccc(C(=O)N(C)C)cc3)cnc2O[C@H]1CN(C)C(=O)CN(C)C
 : .	2.4
C[C@H]1CN([C@@H](C)CO)C(=O)c2cc(C#CC3CC3)cnc2O[C@H]1CN(C)Cc1ccccc1C(=O)O
 : -20	-0.5
Cc1ccc(NC(=O)c2cccc(N(C)C)c2)cc1NC(=O)c1ccc(O)cc1
 : -20	-2.6
COc1cccc(S(=O)(=O)N[C@@H]2CC[C@@H](CCn3cc(-c4ccc(F)cc4)nn3)O[C@H]2CO)c1
 : 0	-0.6
NC(N)=NCCNS(=O)(=O)c1cccc2cnccc12
 : -15	1.0
